HT1080 viability: cytotoxicity in HT1080 fibrosarcoma cells, cell-based, fluorescence readout (AID 620); one-dose cytotoxicity, % at 10 µM; EC50 in µM for titrated hits; HT1080 viability, fluorescence; higher % means a stronger effect; actives 0.42% (n = 87,000); in the data active = cytotoxicity above about 50%;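 also: cells exposed to compound overnight then 4 h with Alamar Blue; 0% = vehicle DMSO and 100% = killing control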
* marks the source's active call; other numbers are inactive results.

item	SMILES	HT1080 viability
1	COc1cc2c(cc1NC(=O)CSc1nnc(Cc3cccs3)n1Cc1ccco1)oc1ccccc12	0.0%
2	CCCCN(CCCC)S(=O)(=O)c1ccc(NC(=O)CN2CCOCC2)cc1	-3.1%
3	Cc1ccc(NC2=C(Cl)C(=O)OC2OC(=O)c2ccco2)c(C)c1 (configuration not stated)	-5.6%
4	CCCS(=O)(=O)c1c(S(=O)(=O)CCC)c2c(C)cccn2c1C(N)=O	-1.8%
5	CCOCCCNC(=O)c1ccc(N(C)S(=O)(=O)c2ccc(OC)cc2)cc1	4.9%
6	Cc1nnc(SCC(=O)NCc2ccco2)n1-c1ccc(F)cc1	-11.7%
7	Cc1cc(-c2n[nH]c(=S)o2)c(C)n1-c1ccccc1	1.8%
8	CCSc1nnc(CCNC(=O)OC(C)(C)C)o1	-6.8%
9	COC(=O)c1ccc(OCC(=O)c2ccccc2OC)cc1	-7.5%
10	CCOn1c(-n2nc(C)cc2C)nc2ccccc2c1=O	1.3%
11	COc1ccc(N2CCN(C(=O)CCc3ccc(S(=O)(=O)NC(C)C)cc3)CC2)cc1	2.9%
12	CC1CCc2c(sc(NC(=O)c3ccc(Cn4cc([N+](=O)[O-])cn4)o3)c2C#N)C1 (configuration not stated)	1.5%
13	Cc1ccc2c(c1)nnn2C1CCN(S(=O)(=O)c2ccc3ccccc3c2)CC1	11.3%
14	N#Cc1ccc(CSc2nnc(-c3ccccc3)n2Cc2ccco2)cc1	-6.9%
15	O=C(Nc1nc2ccccc2s1)C1CC(=O)N(c2ccc(Br)cc2)C1 (configuration not stated)	-20.1%
16	CC(C)(C)c1ccc(C2(C)NC(=O)N(CC(=O)c3ccc[nH]3)C2=O)cc1 (configuration not stated)	7.8%
17	O=C(O)c1cc2ccc3ccccc3c2oc1=O	1.3%
18	CCN(CC)CCN1C(=O)c2ccccc2NC1c1ccc(N(C)C)cc1 (configuration not stated)	3.2%
19	COc1ccc(Nc2nc(Nc3ccc(OC)cc3)nc(SC3=NCCS3)n2)cc1	-3.4%
20	CCn1nc(C)c(NC(=O)/C=C/c2ccc(OC)c(COc3ccc(Cl)cc3Br)c2)c1C	6.6%
21	Cc1ccc(-c2nnn(CC(=O)N(c3ccc(F)cc3)C(C(=O)NC(C)(C)C)c3ccco3)n2)o1 (configuration not stated)	-8.6%
22	O=C(CCn1c(=O)c2ccccc2n(Cc2ccccc2)c1=O)NCc1ccc2c(c1)OCO2	-2.3%
23	Cc1noc(C)c1COc1cccc(C(=O)NCc2cccc(Cl)c2)c1	6.1%
24	CN(Cc1ccccc1)C(=O)c1cccc(N2C(=O)NC3CC2(C)Oc2ccccc23)c1 (configuration not stated)	5.2%
25	Cc1ccc(C)c(NC(=O)CSc2nnc([C@@H](N)Cc3ccccc3)o2)c1	2.9%
26	C=CCn1c(SCc2ccccc2)nc(O)cc1=O	12.2%
27	O=S1(=O)N=C(N2CCN(c3ccc(F)cc3)CC2)c2ccccc21	-2.1%
28	COc1cc(CNn2nnnc2N)cc(Br)c1OCC(=O)NC(C)(C)C	-1.1%
29	CCN(CC)S(=O)(=O)c1cc(-c2nnc(-c3ccc(Br)cc3)o2)ccc1Br	-6.0%
30	COC(=O)c1sc2ncn(-n3c(C)ccc3C)c(=O)c2c1C	-4.3%
31	COc1ccc(N2C(=O)CC(Sc3nc(C)cc(C)c3C#N)C2=O)cc1 (configuration not stated)	2.6%
32	COc1ccc(NC(=O)N2CCCC2C(=O)Nc2ccccc2)cc1 (configuration not stated)	-8.9%
33	CC(C)NCCOc1cccc(Br)c1	4.0%
34	N#CC1=C(SCC(=O)Nc2ccccc2)NC(=O)CC1c1ccco1 (configuration not stated)	15.0%
35	N/C(=N\OS(=O)(=O)c1ccc2ccccc2c1)c1ccncc1	-9.0%
36	O=C(CCn1c(=S)[nH]c2cc3c(cc2c1=O)OCO3)N1CCc2ccccc2C1	-11.0%
37	COC(=O)Cc1c[nH]c2cccc(OCC(O)CN(Cc3ccc([N+](=O)[O-])cc3)C(C)(C)C)c12 (configuration not stated)	-2.5%
38	O=C(O)CSc1nnc(SCc2cccc3ccccc23)s1	-3.2%
39	CCc1cccc(NC(=O)COc2ccccc2)c1	0.1%
40	CCn1ccnc1C(O)c1ccccc1OC (configuration not stated)	19.3%
41	O=c1cc(Cl)c(-c2ccccc2)n[nH]1	6.5%
42	Cc1ccc2nc(SCc3nnc(-c4ccccc4Br)o3)[nH]c2c1	-0.1%
43	CC(C)NC(=O)c1cccc(Br)c1	5.3%
44	CCOC(Cn1c(CCCO)nc2ccccc21)OCC	-12.6%
45	O=C(CSc1nnc(-c2cccnc2)n1CCc1ccccc1)NCc1ccccc1	7.1%
46	CCCNS(=O)(=O)c1ccc(NC(=O)c2cccnc2)cc1	13.6%
47	COCCCn1c(-c2ccc(S(=O)(=O)N3CCOCC3)cc2)csc1=Nc1ccccc1	10.0%
48	FC(F)(F)c1cccc(N2CCN(CC3CC=CCC3)CC2)c1 (configuration not stated)	-7.6%
49	O=C(Nc1ccc(Cl)cc1)N1CCCN(Cc2ccc(F)cc2)C1	6.0%
50	COC(=O)CCC(=O)Nc1nnc(C(F)(F)F)s1	33.2%

Next part
item	SMILES	HT1080 viability
51	CC1(C)Cc2ccccc2C(=NCCCCCC(=O)O)N1	9.4%
52	CCCCNCCCCOc1ccccc1	9.3%
53	COc1nn(CC(=O)N2N=C(C)CC2(O)C(F)F)cc1[N+](=O)[O-] (configuration not stated)	12.2%
54	Cc1cc(C)n(-c2nnc(C)n2/N=C/c2ccccc2O)n1	0.4%
55	c1ccc(Cc2cc(-c3ccccc3)on2)cc1	-0.3%
56	O=C(c1ccco1)N1CCN(Cc2nc3ccccc3c(=O)n2-c2ccc(F)cc2)CC1	6.9%
57	Cc1cn(C(=O)c2ccccc2)c(=S)n1-c1ccc(Cl)cc1	-21.2%
58	C=CCn1c(C)cc(C(=O)CSc2n[nH]c(N)n2)c1C	-3.7%
59	Cc1ccc(C2C(C#N)=C(N)Oc3n[nH]c(-c4cccs4)c32)cc1 (configuration not stated)	-5.4%
60	Cc1ccc(NS(C)(=O)=O)c(C(=O)c2ccccc2)c1	7.5%

Copied from the list.
HT1080 viability, entry 51 : 9.4%
HT1080 viability, entry 59 : -5.4%
HT1080 viability, entry 52 : 9.3%
HT1080 viability, entry 56 : 6.9%
HT1080 viability, entry 60 : 7.5%
HT1080 viability, entry 55 : -0.3%

Carrying on:
item	SMILES	HT1080 viability
61	CCn1nnnc1SCC(=O)N1c2ccccc2Sc2ccccc21	-17.0%
62	CC(C)(C)c1ccc(-c2noc(CCC(=O)NCC3CCCO3)n2)cc1 (configuration not stated)	-10.7%
63	COc1cc2[nH]c(=S)n(NC(=O)c3ccccc3)c(=O)c2cc1OC	-3.6%
64	CCCN1C2=C(C(=O)CCC2)C(c2ccc(F)cc2)C2=C1c1ccccc1C2=O (configuration not stated)	7.4%
65	Cc1csc(NC(=O)c2cc(C)oc2C)n1	-6.1%
66	O=C(NC1CCCC1)C(c1ccccn1)N(C(=O)c1csnn1)C1CCCCC1 (configuration not stated)	-10.7%
67	Cc1cccc(NC(=O)CCS(=O)(=O)c2cccc3nsnc23)c1C	4.3%
68	CO/N=C/NC(=O)N1OC[C@@H]2COc3ccc4ccccc4c3[C@@H]21	-4.4%
69	COc1ccc(S(=O)(=O)Nc2cc3c4c(oc3c3ccccc23)CC(C)(C)CC4=O)cc1	-13.5%
70	Cc1ccc(CSc2nncn2-c2ccccn2)cc1	15.5%

Some of the entries so far, as labelled records:
[61] CCn1nnnc1SCC(=O)N1c2ccccc2Sc2ccccc21
- HT1080 viability = -17.0%
[62] CC(C)(C)c1ccc(-c2noc(CCC(=O)NCC3CCCO3)n2)cc1 (configuration not stated)
- HT1080 viability = -10.7%
[63] COc1cc2[nH]c(=S)n(NC(=O)c3ccccc3)c(=O)c2cc1OC
- HT1080 viability = -3.6%
[64] CCCN1C2=C(C(=O)CCC2)C(c2ccc(F)cc2)C2=C1c1ccccc1C2=O (configuration not stated)
- HT1080 viability = 7.4%

The listing continues.
item	SMILES	HT1080 viability
71	COC(=O)C(C)N(C(=O)c1ccc(Cl)cc1)c1c(C)cccc1C (configuration not stated)	-16.8%
72	COc1cccc(/C=N/Nc2nc(N3CCCC3)nc(N3CCCC3)n2)c1O	-17.7%
73	O=S(=O)(NCc1ccccn1)c1ccccc1	-12.9%
74	CCCCCNC(=O)CN(c1ccc2c(c1)OCO2)S(C)(=O)=O	6.2%
75	CC(C)(C)C(=O)Nc1nnc(SCc2ccc(F)cc2)s1	-14.3%
76	Cc1cccc(NC(=O)Cc2ccc(F)cc2)c1	0.8%
77	N#C/C(=C\c1ccccc1Cl)C(=O)NC(=O)Oc1ccccc1	1.9%
78	COc1ccc(-c2cc(-c3ccccc3O)[nH]n2)cc1	27.1%
79	COCCCN1C(=O)c2ccc(C(=O)Nc3cccc(OC)c3)cc2C1=O	-8.2%
80	COC(=O)Cc1c(C)nc2nc(NCc3cccc([N+](=O)[O-])c3)[nH]n2c1=O	-3.1%
81	Clc1ccc2c(c1)C1=C(C(c3ccncc3)O2)C(c2ccc(Br)cc2)n2ncnc2N1 (configuration not stated)	50.7%*
82	COCCN1C(=O)c2ccccc2C(C(=O)N2CCN(c3ccccc3)CC2)C1c1ccc(F)cc1 (configuration not stated)	-1.4%
83	COC(=O)c1ccc(N2CCCCC2)c(NS(=O)(=O)c2ccc(C)cc2)c1	1.9%
84	O=C(c1ccccc1-c1nc(-c2ccccc2)no1)N1CCOCC1	-19.0%
85	CCc1ccc(-c2nn(Cc3ccccc3)cc2/C=C/C(=O)O)cc1	-6.0%
86	CCN(CC)CCCOC(=O)C1(c2ccccc2)CCCC1	8.6%
87	Nc1cc(N)nc(SCC(=O)Nc2ccccc2)n1	-0.6%
88	CNC(=O)[C@]1(C)C[C@H]1[C@H](NC(=O)[C@]1(C)C[C@H]1[C@H](NC(=O)OCc1ccccc1)c1ccccc1)c1ccccc1	-20.3%
89	CCOc1ccc(C(=O)/C=C/c2cn(CN3CCN(C)CC3)c3ccccc23)cc1	-12.8%
90	CCOc1ccc(-c2nc(C)c(C(C)=O)n2O)cc1	1.3%
91	CNCCCC1Sc2ccccc2Oc2ccccc21 (configuration not stated)	6.2%
92	C=CCn1c(SCCOc2ccc(OC)cc2)nnc1C(NC(=O)c1ccc(OC)cc1)C(C)C (configuration not stated)	2.3%
93	CCOC(=O)c1ccc(NC(=O)CN(Cc2ccc(Cl)cc2)S(C)(=O)=O)cc1	-2.1%
94	Cc1nc(-c2cccc(S(=O)(=O)N3CCCC(C)C3)c2)cs1 (configuration not stated)	17.7%
95	CN=C1CC(SC)=C1c1ccc(C)cc1	15.8%
96	S=c1[nH]nc(-c2cc(-c3ccco3)[nH]n2)n1-c1ccccc1	-2.0%
97	CCC(C(=O)Nc1ccccc1C(=O)N1CCOCC1)N1C(=O)c2ccccc2C1=O (configuration not stated)	17.2%
98	COc1ccc(C(=O)CC2OC(=O)c3c2ccc(OC)c3OC)cc1 (configuration not stated)	-4.0%
99	COC(=O)c1ccc(CSc2nnc(CNC(=O)c3ccc(OC)cc3)o2)o1	-0.1%
100	Cc1ccc(-c2nc3sc4c(c3c(=O)n2N)CC(C)(C)OC4)cc1	-11.3%
101	CCOC(=O)c1c(N)n[nH]c1-c1ccccc1	-4.5%
102	CCN(CC)S(=O)(=O)c1c(Br)cc(C)cc1Br	4.8%
103	COc1ccc(OC)c(C2=NOC(C(=O)NCc3ccco3)C2)c1 (configuration not stated)	5.0%
104	O=[N+]([O-])c1cc(S(=O)(=O)Nc2ccccc2)ccc1-n1nnc2ccccc21	16.2%
105	CCCn1c(C2CC(=O)N(c3ccc(C)cc3)C2)nc2ccccc21 (configuration not stated)	6.3%
106	CCOC(=O)c1cc2c(nc1N)CC(C)(C)OC2	-1.7%
107	Cc1ccccc1CN(c1ccc(C(=O)Nc2cccnc2)cc1)S(C)(=O)=O	2.5%
108	CC(=O)NC1C(=O)N(CC(C)C)c2ccccc21 (configuration not stated)	-3.4%
109	CCc1ccc2[nH]c(=O)c(CN(Cc3ccc(F)cc3)C(c3nnnn3CCN3CCOCC3)C(C)C)cc2c1 (configuration not stated)	-11.0%
110	Cc1nc2ccccc2n1CCc1nc2c3ccccc3nc(=S)n2[nH]1	13.4%
111	CC(=O)c1ccc(CCCCCCCCCC(=O)O)s1	15.8%
112	COc1ccc(N(CC(=O)NCc2ccco2)S(C)(=O)=O)cc1OC	19.3%
113	COc1ccc2cc(CN(CC3CCCO3)S(=O)(=O)c3ccccc3Cl)c(=O)[nH]c2c1 (configuration not stated)	-12.4%
114	CCSc1nc(N2CCOCC2)c2c(c1C#N)CC(C)(C)N(C)C2	5.8%
115	O=C(CCC1CC(=O)Nc2ccccc21)NCc1ccccc1 (configuration not stated)	-20.8%
116	O=C(CSc1nccc(=O)[nH]1)N1CCc2ccccc2C1	-0.1%
117	Cc1ccc(C2Oc3ccccc3C3=C2C(c2cccs2)n2ncnc2N3)cc1 (configuration not stated)	25.6%
118	CCOC(=O)c1c(C)[nH]c(C(=O)COC(=O)CN2C(=O)C3CCCCC3C2=O)c1C (configuration not stated)	-14.2%
119	CCCCC(=O)NCCc1ccc(OC)cc1	8.8%
120	O/N=C/c1cn(-c2ccccc2)nc1-c1ccc2c(c1)OCCO2	-4.6%

Next part
item	SMILES	HT1080 viability
121	Cc1cc(C(=O)NCC(=O)O)c(C)o1	6.1%
122	O=C1Cc2ccccc2C(c2ccc(Br)cc2)N1 (configuration not stated)	3.4%
123	O=[N+]([O-])c1cnccc1Nc1ccc(F)cc1	-2.9%
124	CCOC(=O)C1C(=O)NC(N2CCN(Cc3ccccc3)CC2)=NC1c1ccccc1 (configuration not stated)	-1.3%
125	COC(=O)[C@@]1(Cc2ccc(OC)cc2)[C@H]2c3cc(C(=O)N4CCCC4)n(Cc4ccc(Cl)c(C(F)(F)F)c4)c3C[C@H]2CN1C(=O)c1ccccc1	-10.7%
126	COc1ccc(OCc2ccc(C(=O)N3CCOCC3)cc2)cc1	-8.6%
127	Cc1ccc(CNC(=O)c2ccc3c(=O)n(CCCN4CCCC4=O)c(=S)[nH]c3c2)cc1	15.1%

Screening results (PubChem BioAssay)

Only part of the results is shown; the hit share may differ from the screen's.
